Bioassay records: PubChem BioAssay, several laboratories
APP 5UTR inh – APP translation inhibition; SH-SY5Y APP 5'UTR-luciferase reporter, luminescence; inhibition, % at 2 µM; 0.82% of 190,000 active;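 active means inhibition above a set limit, derived from the sample mean plus 3 SD, cut at about 45% in these data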; further: values of inactives mirror those of a sister screen read the other way
FLuc stim CS – affects firefly luciferase, flagging false hits in luciferase stimulation screens; P08659; 200,000 tested, under 10 active; ATPlite luciferase biochemical, luminescence, 10 min; 0 = ATP-free wells, 1 = DMSO control; activation factor at 10 µM; AID 1027;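 active means luciferase activation factor, scaled between plate controls, of at least 2 with compound at 10 µM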
Target sequence (P08659 whole entry, looked up): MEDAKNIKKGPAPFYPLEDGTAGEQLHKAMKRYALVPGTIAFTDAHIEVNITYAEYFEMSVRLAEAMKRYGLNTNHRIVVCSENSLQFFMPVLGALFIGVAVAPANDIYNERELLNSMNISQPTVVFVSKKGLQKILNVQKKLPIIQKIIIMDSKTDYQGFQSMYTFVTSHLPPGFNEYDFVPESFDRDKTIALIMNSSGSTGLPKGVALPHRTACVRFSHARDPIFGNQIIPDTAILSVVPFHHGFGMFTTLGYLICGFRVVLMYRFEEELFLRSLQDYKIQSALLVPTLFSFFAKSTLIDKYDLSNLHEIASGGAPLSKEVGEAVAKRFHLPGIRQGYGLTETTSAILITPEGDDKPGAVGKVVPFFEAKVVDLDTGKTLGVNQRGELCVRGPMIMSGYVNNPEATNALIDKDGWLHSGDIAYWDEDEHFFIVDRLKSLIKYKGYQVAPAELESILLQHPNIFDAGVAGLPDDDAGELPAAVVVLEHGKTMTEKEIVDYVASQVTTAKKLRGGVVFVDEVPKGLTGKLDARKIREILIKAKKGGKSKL
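System: cell-free luciferase reagent; medium: PBS as buffer for the ATP substrate; doses: test compounds dosed from 2 mM stocks in 100% DMSO; incubation: 10 min, room temperature; measured by: luminescence from luciferase reaction; read-out: luciferase activation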
TNAP inh hiacc – TNAP (human) inhibition, high acceptor | P05186 | purified TNAP, CDP-star luminescence, 1 M DEA | inhibition, % at 20 µM | 0.03% of 200,000 active;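 active means over 50% inhibition of tissue-nonspecific alkaline phosphatase at 20 µM in the single-dose screen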;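 further: plate controls were DMSO wells for no effect and EDTA-quenched wells as full inhibition for full effect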
Target sequence (P05186 whole entry, looked up): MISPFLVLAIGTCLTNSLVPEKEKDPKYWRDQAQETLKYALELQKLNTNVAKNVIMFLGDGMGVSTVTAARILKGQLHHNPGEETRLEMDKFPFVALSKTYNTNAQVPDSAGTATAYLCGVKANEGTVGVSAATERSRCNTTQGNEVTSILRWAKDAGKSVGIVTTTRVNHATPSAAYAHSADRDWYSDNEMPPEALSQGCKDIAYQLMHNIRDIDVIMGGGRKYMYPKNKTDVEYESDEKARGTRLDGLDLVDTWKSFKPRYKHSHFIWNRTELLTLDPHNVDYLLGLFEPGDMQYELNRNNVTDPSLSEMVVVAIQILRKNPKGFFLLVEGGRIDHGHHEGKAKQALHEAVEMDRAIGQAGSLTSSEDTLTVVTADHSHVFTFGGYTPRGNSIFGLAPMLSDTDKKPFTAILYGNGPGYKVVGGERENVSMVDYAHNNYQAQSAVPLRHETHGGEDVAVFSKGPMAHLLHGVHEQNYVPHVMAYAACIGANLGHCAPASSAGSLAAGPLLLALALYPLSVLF
TNAP act hiacc – activators of human TNAP at high phosphate acceptor concentration; purified TNAP, CDP-star luminescence, 1 M DEA, 30 min; hits give high values; 0 = EDTA background, 1 = DMSO-only activity; activation factor at 20 µM; 200,000 tested, under 10 active;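 active means activation factor at least 2 at 20 µM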
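system = human TNAP | amount = enzyme diluted 1/800 final | reagent = 100 µM CDP-star substrate | signal = luminescent substrate turnover signal | dosing = one dose, 20 µM | benchmarks = EDTA negative control, DMSO positive control | measure = activation factor | timing = 30 min reaction, room temperature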
RAM inhibit – yeast RAM network inhibition | S. cerevisiae dse1pr::URA3 reporter, 5-FOA growth OD615, 2 d; analog-sensitive cbk1-as2 kinase mutant strain | inhibition, % at 50 µM | 1.8% of 190,000 active;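 active means inhibition above a set limit, 3 SD over mean compound inhibition, cut at about 8.4% in these data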;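 further: 0% = DMSO-only wells with no growth and 100% = 10 µM 1-NA-PP1 full growth; inhibition rescues growth on 5-FOA so higher OD means more RAM inhibition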
bIAP act – increases bovine intestinal alkaline phosphatase activity | purified bovine IAP, CDP-star luminescence, 30 min; hits give high values; fold of DMSO-control signal, blank-subtracted | activation factor at 20 µM | 0.17% of 200,000 active | AID 1016;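 active means activation factor of 2 or more at 20 µM, a signal rise over negative controls twice the positive control's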
bIAP inh – intestinal alkaline phosphatase (bovine) inhibition. purified bovine IAP, CDP-star luminescence, 30 min. inhibition, % at 20 µM. AID 1019. 190,000 tested, under 10 active;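 active means over 50% inhibition of intestinal alkaline phosphatase at 20 µM in the single-dose screen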
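System: purified bovine intestinal alkaline phosphatase (IAP) enzyme; Input: IAP diluted 1/65,000,000 in the well; Measured by: CDP-star luminescence signal; Compound dosing: 20 µM single dose; Incubation: 30 min reaction at room temperature.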
TNAP inh noacc – blocks human TNAP activity with no phosphate acceptor present. purified TNAP, CDP-star luminescence, 30 min. inhibition, % at 20 µM. 0.26% of 200,000 active. AID 1012;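 active means tissue-nonspecific alkaline phosphatase inhibition above about 50% at 20 µM in the single-dose screen, limit read from the data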;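 further: 0% = DMSO negative control and 100% = EDTA positive control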
Lmaj promast – reduces viability of Leishmania major promastigotes; resazurin fluorescence viability; inhibition, % at 10 µM; 9% of 200,000 active; in the data active means inhibition above about 50%;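 further: promastigotes grown with compound for 44 hours at 28 °C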
FLuc inh counter – Photinus pyralis luciferase inhibition counter-screen; ATPLite firefly luciferase biochemical luminescence, 10 min; 1.5% of 200,000 active; inhibition, % at 10 µM;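 active means inhibition above about 50% when tested at 10 µM, limit read from the data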
Starred values were filed as active, the others as inactive; x = not tested or not shown. This is a random part of the collection. About 13% of those tested had a hit in this group.

canonical_smiles,APP 5UTR inh,FLuc stim CS,TNAP inh hiacc,TNAP act hiacc,RAM inhibit,bIAP act,bIAP inh,TNAP inh noacc,Lmaj promast,FLuc inh counter
Cc1cc(C)c(NC(=O)/C=C\C(=O)O)c(Cl)c1,8,1.1,-8,1.1,0.7,1,-1,-8,-6,-9
Cc1sc2nc(SCC(=O)NCc3ccco3)n(CCc3ccccc3)c(=O)c2c1C,-9,1,-1,1,4.2,0.9,6,-13,3,-3
COc1ccc(CN2CCN(c3cccc(C)c3C)CC2)cc1OC,21,1,-4,1,0.7,1.1,-10,-4,81*,-4
Cc1ccc(S(=O)(=O)N(C)C)cc1NC(=S)Nc1ccc2[nH]c(=O)[nH]c2c1,14,1.1,-1,1,1.0,0.9,13,-8,-2,-7
COc1ccc(-c2csc(NC(=O)COC(=O)c3ccc(Br)o3)n2)cc1,-69,1,0,1,0.9,0.9,5,-5,95*,-1
CN1C(=O)C(O)(c2nnc(-c3ccccc3)o2)c2ccccc21 (stereo not given),-76,1.1,-4,1,0.6,1,2,-6,-2,-7
COc1ccccc1CNC(=O)Nc1cccs1,10,1,-3,1,1.4,0.9,10,-9,-3,0
Cc1ccc(OCCCC(=O)N2CCOCC2)cc1,-10,1.1,-7,1.1,3.7,1,2,-14,-3,-6
CCOC(=O)CSC1=C(C#N)C(c2ccc(Cl)cc2)CC(=O)N1 (stereo not given),-42,1.1,2,1,2.4,0.8,19,-18,28,-6
COc1ccc(NC(=O)COc2ccc(C)cc2)c([N+](=O)[O-])c1,-64,0.7,0,1,2.1,0.9,9,-7,-3,32
Cc1cc(C)nc(SCC(=O)N/N=C/C=C/c2ccccc2)n1,-9,0.9,2,1,2.6,0.9,6,-6,-5,8
CCOC(=O)c1ccc(NC(=O)CCn2nnc3ccccc32)cc1,2,1,-1,1,-1.0,0.9,9,-8,9,-3

(further entries)
canonical_smiles,APP 5UTR inh,FLuc stim CS,TNAP inh hiacc,TNAP act hiacc,RAM inhibit,bIAP act,bIAP inh,TNAP inh noacc,Lmaj promast,FLuc inh counter
CCOC(=O)c1cc(-c2ccc(N3CCOCC3)cc2)nn1-c1ccccc1,6,1,4,1,0.1,1,2,-5,24,-2
O=C(C1CCN(S(=O)(=O)c2ccc3ccccc3c2)CC1)N1CCN(c2ncccn2)CC1,6,1.1,-8,1.1,0.7,1,4,-2,1,-11
Cc1[nH]n(-c2ccccc2)c(=O)c1/C=N/NC(=O)C(C)C,-2,1,-2,1,1.3,1.2,-22,-14,-1,4
Cc1ccc(S(=O)(=O)N(CC(=O)N/N=C\c2cccs2)c2cccc3cccnc23)cc1,-5,1.1,0,1,2.4,1.1,-7,-10,0,-7
N/C(=N\OC(=O)COc1ccccc1Cl)c1ccc(Cl)cc1,x,1,-1,1,2.5,0.9,6,-8,-2,-3
COc1ccc(NC(=O)CSc2nc(C)cc(C)n2)c([N+](=O)[O-])c1,13,1,-2,1,3.0,0.9,8,-1,-6,-2
Cc1ccc(NS(=O)(=O)c2ccc(OCC(N)=O)cc2)cc1,-2,1.1,-6,1.1,0.4,1.1,-5,-15,3,-6
COc1ccccc1N1CCN(c2ncc(C(=O)N3CCN(c4cccc(Cl)c4)CC3)c3ccccc23)CC1,7,1,-5,1,4.7,1.1,-8,9,62*,-5
CC(C)c1onc(C(=O)NC2CCCC2)c1[N+](=O)[O-],-2,1.1,-5,1.1,0.8,0.9,10,-9,-6,-10
N#CC(C(=O)OC1CCCCC1)c1nc2ccccc2nc1N1CCOCC1 (stereo not given),3,1.1,5,1,2.9,0.9,8,11,29,-6
COc1ccc(OC)c(C2C(C#N)=C(N)Oc3c2c(C)nn3-c2ccc(C)cc2)c1 (stereo not given),8,1.1,-5,1.1,1.9,0.9,8,-9,2,-9
CCNC(=O)NC(=O)CN(C)c1ccccc1,13,1,0,1,-0.1,1,-2,-5,-5,-1

(list continues)
canonical_smiles,APP 5UTR inh,FLuc stim CS,TNAP inh hiacc,TNAP act hiacc,RAM inhibit,bIAP act,bIAP inh,TNAP inh noacc,Lmaj promast,FLuc inh counter
Cc1sc(-c2ccncc2)nc1OC(=O)c1ccccc1,-4,1,0,1,-0.2,0.8,17,-19,-2,-3
CCc1ccccc1N(CC(=O)N1CCN(c2ccc(F)cc2)CC1)S(C)(=O)=O,4,1.1,-5,1,1.6,0.9,11,-14,2,-8
CCCOc1ccc(C(=O)C(CN2CCOCC2)c2ccccc2)cc1 (stereo not given),17,1,-1,1,1.0,0.9,15,-8,100*,-1
CCc1ccc(N(C(=O)CCC(=O)Nc2cc(C)on2)C(C(=O)NC2CCCC2)c2ccco2)cc1 (stereo not given),10,1,-4,1,1.6,1,2,-8,96*,-3
COC(=O)C1C(c2ccccc2)NC(=O)NC1(O)C(F)(F)Cl (stereo not given),-6,1,-5,1.1,2.2,1,-3,-13,-6,-3
O=C(NCc1ccccn1)c1cc(-c2ccc(-c3ccccc3)cc2)nc2ccccc12,-107,0.1,-6,1.1,1.6,1.1,-10,-3,-2,88*
C/C(CS(=O)(=O)c1ccc(Cl)cc1)=N/NC(N)=S,2,1,-3,1,-0.8,0.9,11,-2,3,-2
CN(CC1COc2ccccc2O1)C(=O)c1ccc(N(C)C)cc1 (stereo not given),-8,0.9,-3,1,1.2,1,-2,-13,1,6
O=C(CN1CC[n+]2c(-c3cccs3)csc21)c1ccc(-c2ccccc2)cc1,3,0.9,18,0.8,-0.2,0.8,17,26,30,5
CC(C)c1ccc(OCC(=O)N(Cc2ccccc2)c2ccccn2)cc1,1,1.1,11,0.9,1.4,1,-1,4,-2,-5
COc1cccc2cc(C(=O)N(Cc3cccs3)CC3CCCO3)c(=O)oc12 (stereo not given),2,1,-3,1,-0.6,0.9,10,-10,5,-1
CN1CCc2nc(NC(=O)c3cccc(OC(F)F)c3)sc2C1,-18,0.7,1,1,1.2,0.9,5,-5,0,35

(further entries)
canonical_smiles,APP 5UTR inh,FLuc stim CS,TNAP inh hiacc,TNAP act hiacc,RAM inhibit,bIAP act,bIAP inh,TNAP inh noacc,Lmaj promast,FLuc inh counter
O=C1NCCCc2nc(Oc3ccccc3)sc21,4,1.1,-6,1.1,1.0,1,1,-13,-8,-6
COc1ccc(CNC(=O)COC(=O)c2cccnc2Nc2cccc(C(F)(F)F)c2)cc1,-7,1,-4,1,4.6,0.8,16,17,-12,-4
Cc1ccc(NC(=S)N(CCCN2CCOCC2)Cc2ccco2)cc1,-9,1.1,-5,1.1,-0.5,1,2,-16,4,-8
COc1ccc(CCN2C(=O)NC(NS(=O)(=O)c3ccc(N)cc3)(C(F)(F)F)C2=O)cc1OC (stereo not given),-3,1,-1,1,2.0,1.1,-6,6,13,-2
O=C(Nc1cccc(Cl)c1)c1ccc(NCC2CCCO2)c([N+](=O)[O-])c1 (stereo not given),-19,1.1,12,0.9,4.4,0.9,13,0,-2,-6
O=c1sc2ccccc2c(N2CCN(c3ccccc3)CC2)c1[N+](=O)[O-],-3,1,-5,1.1,1.0,0.9,12,3,-2,-3
N#Cc1cnn(-c2nc(SCc3ccccc3)nc3sc4c(c23)CCCC4)c1N,5,1.1,3,1,3.2,0.8,22,-5,36,-7
CC(=O)c1ccc(Oc2cnccn2)cc1,-16,1,-3,1,2.8,0.9,10,-3,-3,0
Cc1cc(/C=N/NC(N)=S)c(C)n1-c1cccc(Cl)c1,8,1.1,-4,1,1.4,1,2,-15,94*,-5
COc1ccc(NC(=S)NCc2ccc3c(c2)OCO3)cc1,13,1,-7,1.1,1.1,0.7,27,-16,-2,-3
CCCCSc1nnc(CCCCCNC(=O)OC(C)(C)C)o1,-17,1,-1,1,-0.8,1,-2,-4,-5,-1
Cc1[nH]c2ccccc2c1C(=O)CN1C(=O)NC(C)(c2ccc(Cl)cc2Cl)C1=O (stereo not given),11,1,-4,1,1.5,1,-1,-5,7,2

Record cards, from the list above. Order of values: APP 5UTR inh	FLuc stim CS	TNAP inh hiacc	TNAP act hiacc	RAM inhibit	bIAP act	bIAP inh	TNAP inh noacc	Lmaj promast	FLuc inh counter
O=C1NCCCc2nc(Oc3ccccc3)sc21 is entered as 4	1.1	-6	1.1	1.0	1	1	-13	-8	-6
COc1ccc(CNC(=O)COC(=O)c2cccnc2Nc2cccc(C(F)(F)F)c2)cc1 is entered as -7	1	-4	1	4.6	0.8	16	17	-12	-4
Cc1[nH]c2ccccc2c1C(=O)CN1C(=O)NC(C)(c2ccc(Cl)cc2Cl)C1=O (stereo not given) is entered as 11	1	-4	1	1.5	1	-1	-5	7	2
O=c1sc2ccccc2c(N2CCN(c3ccccc3)CC2)c1[N+](=O)[O-] is entered as -3	1	-5	1.1	1.0	0.9	12	3	-2	-3

The listing continues.
canonical_smiles,APP 5UTR inh,FLuc stim CS,TNAP inh hiacc,TNAP act hiacc,RAM inhibit,bIAP act,bIAP inh,TNAP inh noacc,Lmaj promast,FLuc inh counter
CCN1CCN(CC(O)COc2ccc3c(C)cc(=O)oc3c2)CC1 (stereo not given),-10,1,-3,1,0.9,1,0,-11,6,-5
COC(=O)c1ccccc1NC(=O)c1cc(-c2ccc(C)cc2)on1,6,1,2,1,-0.3,0.8,19,-4,-3,2
Cn1c(SCC(=O)NC2CCCCCC2)nnc1-c1cccs1,-29,1,-4,1,1.2,1,0,-9,-5,-4
CCOC(=O)CSc1n[nH]c(NC(=O)CC)n1,-16,1,-6,1.1,1.8,1.3,-33,7,-1,4
CC(C(=O)NC1CCCC1)N(Cc1ccco1)C(=O)c1snc(C(=O)NC2CCCC2)c1N (stereo not given),-11,1,0,1,1.2,0.9,5,-2,21,-5
Cc1nc(SCC(=O)NCCc2ccc(Cl)cc2)nc(C)c1C,-12,1,-6,1.1,-0.1,1,0,-14,-3,-2
Cn1c(=O)c2c(ncn2CC(=O)OCC(=O)Nc2ccc(Cl)cc2Cl)n(C)c1=O,13,1,5,0.9,0.7,1.2,-22,-7,-10,-3
Cc1cccc(N2CCN(C(=O)c3ccc(CNc4c(N5CCC(C)CC5)c(=O)c4=O)cc3)CC2C)c1 (stereo not given),5,1,-5,1.1,0.5,1.2,-21,-19,-7,0
COn1c(SC2CCCCC2)nc2ccccc2c1=O,3,1,-8,1.1,-0.3,1,5,-7,3,-5
Cc1c(/C(Cc2ccccc2)=N/O)c2ccccc2n1C,20,1.1,0,1,1.1,0.9,14,-6,4,-6
c1ccc2nc(N3CCCC3)c(N3CCCC3)nc2c1,-3,1.1,1,1,1.9,0.9,9,-3,-2,-5
c1coc(CNCC2OCCc3ccccc32)c1 (stereo not given),2,1.1,-5,1,1.7,0.9,10,-13,-2,-7

Carrying on.
canonical_smiles,APP 5UTR inh,FLuc stim CS,TNAP inh hiacc,TNAP act hiacc,RAM inhibit,bIAP act,bIAP inh,TNAP inh noacc,Lmaj promast,FLuc inh counter
COc1ccc(NC(=S)Nc2ccccc2C(F)(F)F)cc1,9,1,0,1,1.0,1.1,-5,-9,15,-1
O=C(NNC(=O)C1CCC(C(=O)NNC(=O)c2cccs2)CC1)c1cccs1 (stereo not given),-17,1.1,-3,1,-0.8,1,-5,-14,-3,-6
O=C(CSCc1nc2ccccc2[nH]1)Nc1ccc(Oc2ccccc2)cc1,17,1,0,1,1.0,0.9,5,-39,64*,-2
CC(=O)N(CCCN(C)C)CCC(C)CCC=C(C)C (stereo not given),-23,1.1,-4,1,0.0,0.9,5,-11,100*,-6
O=C(C1=NOC(CNc2ncc(C(F)(F)F)cc2Cl)C1)N1CCOCC1 (stereo not given),-18,1,-2,1,3.1,1,2,-3,-8,1
